Compound activity from PubChem.
aSyn yeast inh = qHTS of alpha-syn Inhibitors. Yeast expressing alpha-synuclein, growth rescue, BacTiter-Glo, 24 h. AID 652106, 2013. Potency, µM (highest dose often 46.1 µM), for inactives: at the top dose growth rescue (activation), actives largely listed as activators. 370,000 tested, 0.14% active; further: % of control where 0% means no effect; nearly all actives have a fitted effect of over 65% in size
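Rescue of yeast growth: cells expressing toxic alpha-synuclein, induced in galactose at OD600 0.02, incubated with compound 24 h at 30 C. ATP luminescence quantified growth; inhibitors of toxicity appear as activators.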
EPAC2 ag = qHTS for Agonist of cAMP-regulated guanine nucleotide exchange factor 4 (EPAC2): primary screen; Rap guanine nucleotide exchange factor 4 (Homo sapiens), Q8WZA2; EPAC2 activation, biochemical qHTS; response scale: 100% = 6.5 mM cAMP response; Potency, µM (titrated, usually from 154 µM), inactives show at the highest dose activation, actives largely listed as activators; 360,000 tested, 0.079% active; AID 720711, 2013; further: nearly all actives have a fitted effect of over 50% in size
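Fluorescence exchange assay: 100 nM EPAC2 with 250 nM RAP1B-BODIPY-GDP and 50 uM GDP; compounds tested as a concentration-titration series (qHTS). Loss of Rap1-bound BODIPY-GDP fluorescence read at 480/540 nm; data normalized to 6.5 mM cAMP.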
TDP43 rescue = qHTS of TDP-43 Inhibitors | 410,000 tested, 1.8% active | Potency, µM (titrated, usually from 46.1 µM), inactives show at the highest dose growth rescue (activation), usual class: activators | TDP-43 expressing yeast growth rescue, BacTiter-Glo, 24 h | AID 652104, 2013; further: % of control where 0% means no effect; nearly all actives have a fitted effect of over 50% in size
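Luminescence from BacTiter-Glo reports growth of TDP-43-expressing yeast after 24 hr at 30 deg C with compound. Cells were raffinose-pregrown to mid-log, then seeded in galactose medium at OD600=0.02.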
EPAC1 antag = qHTS for Antagonist of cAMP-regulated guanine nucleotide exchange factor 3 (EPAC1): primary screen; EPAC1 GEF assay, Rap1b-BODIPY-GDP exchange fluorescence; Potency, µM (series often up to 115 µM), for the others: at the highest dose activity change, negative = inhibition, hits mostly inhibitors; 360,000 tested, 0.14% active;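 further: plate controls were vehicle for no effect and positive control for full effect; nearly all actives have a fitted effect of over 50% in size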
EPAC1 ag = qHTS for Agonist of cAMP-regulated guanine nucleotide exchange factor 3 (EPAC1): primary screen; EPAC1 agonist qHTS, biochemical assay; response scale: 100% = response to 6.5 mM cAMP; Potency, µM (highest dose often 154 µM), for inactives: at the top dose activation, usual class: activators; 360,000 tested, 0.073% active; AID 720707, 2013; further: nearly all actives have a fitted effect of over 60% in size
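Normalized to 6.5 mM cAMP, activity reflects EPAC1-catalysed release of BODIPY-GDP from Rap1B, followed kinetically over 30 min at 480 nm excitation, 540 nm emission. Reaction contained 100 nM EPAC1, 250 nM Rap1B-BODIPY-GDP, 50 uM GDP.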
FUS yeast rescue = qHTS for Suppressors of FUS Proteinopathy: Primary screen using FUS-linked yeast assay | S. cerevisiae FUS-expressing, growth rescue, OD600, 24 h | 390,000 tested, 0.24% active | Potency, µM (highest dose often 76.6 µM), for inactives: top-dose growth rescue (activation), hits mostly activators | AID 1347120, 2019;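 further: plate controls were DMSO vehicle for no effect and reference control for full effect; nearly all actives have a fitted effect of over 55% in size; some results filed as inactive show a strong effect at the top dose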
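Cultures pregrown in 2.5% raffinose medium are shifted to minimal medium containing 2% galactose to express toxic FUS. Compounds are tested at several concentrations. After 24hr at 30C, growth is quantified at 600 nm absorbance.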
EPAC2 antagonist = qHTS for Antagonist of cAMP-regulated guanine nucleotide exchange factor 2 (EPAC2): primary screen; AID 720708, 2013; 360,000 tested, 0.18% active; EPAC2 GEF exchange of Rap1B-BODIPY-GDP, fluorescence; Potency, µM (highest dose often 114 µM), inactives show top-dose activity, negative = inhibition, usual class: inhibitors; Rap guanine nucleotide exchange factor 4 (Homo sapiens), Q8WZA2; further: on the % scale 0 is the no-effect control and ±100 the full control effect; nearly all actives have a fitted effect of over 45% in size; many of its hits are not listed in these tables
PTHR1 agonist = qHTS for PTHR1 Agonists: Primary Screen | Parathyroid hormone/parathyroid hormone-related peptide receptor (Homo sapiens), Q03431 | HEK293 GP2 PTHR1 cells, GloSensor cAMP luminescence, 1 h | Potency, µM (doses to about 115 µM), for the others: at the highest dose activation, hits mostly activators | 410,000 tested, 0.075% active | AID 743266, 2014; further: nearly all actives have a fitted effect of over 55% in size; some results filed as inactive show a strong effect at the top dose; inactives centre near -15; many of its hits are not listed in these tables
Target sequence (Q03431 whole entry, looked up): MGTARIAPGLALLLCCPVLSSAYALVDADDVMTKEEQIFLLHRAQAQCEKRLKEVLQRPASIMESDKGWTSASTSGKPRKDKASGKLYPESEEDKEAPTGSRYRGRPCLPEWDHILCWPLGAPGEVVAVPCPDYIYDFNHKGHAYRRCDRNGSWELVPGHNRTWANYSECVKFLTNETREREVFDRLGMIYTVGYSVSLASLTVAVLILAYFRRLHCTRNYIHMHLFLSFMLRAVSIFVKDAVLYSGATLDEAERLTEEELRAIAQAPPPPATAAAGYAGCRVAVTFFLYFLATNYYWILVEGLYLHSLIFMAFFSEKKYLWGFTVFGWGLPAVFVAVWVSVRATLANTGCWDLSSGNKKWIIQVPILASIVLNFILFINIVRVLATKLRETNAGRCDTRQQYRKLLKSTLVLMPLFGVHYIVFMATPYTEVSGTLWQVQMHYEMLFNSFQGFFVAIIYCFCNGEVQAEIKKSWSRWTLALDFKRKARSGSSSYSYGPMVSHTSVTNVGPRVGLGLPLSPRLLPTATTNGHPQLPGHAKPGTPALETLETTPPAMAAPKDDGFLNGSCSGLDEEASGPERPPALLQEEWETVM
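HEK-293-derived GP2 cells expressing PTHR1 and a GloSensor cAMP reporter, 3,000/well, plated overnight, given luciferin plus IBMX (each 0.5 mM as added) for 1 h at 37 °C, then compound for 1 h at 37 °C. Luminescence was read after 15 min at room temperature.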
The depositor's hits bear a star; i = inactive; ? = inconclusive; . = not tested or not shown; & = joins results of further samples; [ ] = dose if it differs, or a comment. The call rests on the fitted dose curve; in most records, active means well fitted curve in the direction sought with a large enough effect; inconclusive means small, poorly fitted or top-dose-only effect, or another doubt; inactive means no such curve, though single readings can be large; an effect the other way counts as inactive or inconclusive. Potency means the concentration at half of the fitted maximal effect. A portion of the library (hit frequency here may not be typical).

Values in the order: aSyn yeast inh | EPAC2 ag | TDP43 rescue | EPAC1 antag | EPAC1 ag | FUS yeast rescue | EPAC2 antagonist | PTHR1 agonist
O=C(O)C[C@H]1c2ccccc2S(=O)(=O)N1C1CCCC1
 : -1% | 11% | 13% | -19% | 8% | -18% | 5% | i
CCCc1ncc(C(=O)c2ccc(OC)cc2)n1C
 : -6% | 12% | -12% | 4% | 10% | -6% | -1% | -32%[inhibitor]
c1ccc(NCC2OCc3ccccc3CO2)cc1
 : 9% | -3% | 4% | 3% | -5% | . | 9% | i
Cc1ccc(/C=C/C(=O)NCCCc2ccccc2)cc1
 : 9% | -11% | 24% | 1% | -13% | 4% | -3% | -3%
COc1ccc(S(=O)(=O)N2CCC(NC(=O)c3ccccc3)CC2)cc1
 : -3% | 9% | -7% | -5% | -3% | -27% | 10% | -18%
C[C@@]12C(=O)Nc3cc(F)ccc3C(=O)N1[C@H]1c3cc(Br)ccc3OC[C@@H]1[C@@H]2c1ccccc1
 : -9% | 79µM* | 27% | 6% | -9% | 42% | 150%[activator] | -27%
NC(=O)c1ccsc1NC(=O)COC(=O)COc1ccccc1F
 : 4% | 6% | 3% | -14% | 5% | 1% | 6% | i
Cc1cccc(N2CCN(C(=O)CS(=O)(=O)c3cccc4nsnc34)CC2C)c1 (configuration not stated)
 : -10% | . | ? | . | . | 30% | . | -59%[inhibitor]
S=C(NCc1ccc(Cl)cc1)Nc1ccccc1
 : 9% | 5% | ? | -22% | 0% | -3% | -8% | -5%
CCSc1ncc(Cl)c(C(=O)Nc2sc3c(c2C(=O)NCCCOC)CCCC3)n1
 : 1%&-6% | . | 20% | . | . | -16% | . | 0%
CC(C)NC(=O)N1CCOCCOCCN(C(=O)NC(C)C)CCOCCOCC1
 : -9% | 3% | -17% | 1% | -8% | -6% | 13% | i
N#CCCN1CCNCC1
 : -19% | 13% | -2% | 2% | -2% | -6% | 8% | -12%[57.5 µM]
O=C(Cc1cccs1)NCCc1cn2ccccc2n1
 : ? | 0% | 17% | 1% | 0% | 32% | -8% | -10%
COc1cccc(C(=O)NNC(=O)C(=O)Nc2ccc(OC)cc2OC)c1
 : 4% | 11% | -15% | 8% | 12% | 17% | -6% | -8%
COC(=O)c1c(NC(=O)CSc2nnc(CNc3ccc(Cl)cc3)o2)sc(C)c1C
 : 9% | 6% | -5% | -22% | 5% | 22% | -9% | -2%[57.5 µM]

Quoted from above for reference:
Values in the order: aSyn yeast inh | EPAC2 ag | TDP43 rescue | EPAC1 antag | EPAC1 ag | FUS yeast rescue | EPAC2 antagonist | PTHR1 agonist
c1ccc(NCC2OCc3ccccc3CO2)cc1
 : 9% | -3% | 4% | 3% | -5% | . | 9% | i
Cc1ccc(/C=C/C(=O)NCCCc2ccccc2)cc1
 : 9% | -11% | 24% | 1% | -13% | 4% | -3% | -3%
COc1ccc(S(=O)(=O)N2CCC(NC(=O)c3ccccc3)CC2)cc1
 : -3% | 9% | -7% | -5% | -3% | -27% | 10% | -18%
C[C@@]12C(=O)Nc3cc(F)ccc3C(=O)N1[C@H]1c3cc(Br)ccc3OC[C@@H]1[C@@H]2c1ccccc1
 : -9% | 79µM* | 27% | 6% | -9% | 42% | 150%[activator] | -27%
NC(=O)c1ccsc1NC(=O)COC(=O)COc1ccccc1F
 : 4% | 6% | 3% | -14% | 5% | 1% | 6% | i
Cc1cccc(N2CCN(C(=O)CS(=O)(=O)c3cccc4nsnc34)CC2C)c1 (configuration not stated)
 : -10% | . | ? | . | . | 30% | . | -59%[inhibitor]
S=C(NCc1ccc(Cl)cc1)Nc1ccccc1
 : 9% | 5% | ? | -22% | 0% | -3% | -8% | -5%
CCSc1ncc(Cl)c(C(=O)Nc2sc3c(c2C(=O)NCCCOC)CCCC3)n1
 : 1%&-6% | . | 20% | . | . | -16% | . | 0%
CC(C)NC(=O)N1CCOCCOCCN(C(=O)NC(C)C)CCOCCOCC1
 : -9% | 3% | -17% | 1% | -8% | -6% | 13% | i
N#CCCN1CCNCC1
 : -19% | 13% | -2% | 2% | -2% | -6% | 8% | -12%[57.5 µM]

Additional structures follow.
Values in the order: aSyn yeast inh | EPAC2 ag | TDP43 rescue | EPAC1 antag | EPAC1 ag | FUS yeast rescue | EPAC2 antagonist | PTHR1 agonist
CCCn1c(SCC(=O)Nc2ccccc2N2CCCCC2)nc2c1c(=O)n(C)c(=O)n2C
 : 4% | 15% | -18% | -25% | 11% | 28% | -20% | ?
CCC(C)n1c(SCC(=O)NCCc2ccc(S(N)(=O)=O)cc2)nc2ccsc2c1=O (configuration not stated)
 : -19% | -7% | 1% | 9% | 3% | . | -1% | -1%
O=C(COC(=O)c1ccccn1)Nc1c(Cl)cccc1Cl
 : -14% | 12% | 6% | 1% | -1% | 28% | 16% | 3%[57.5 µM]
Cc1nn(-c2ccccc2)c(Cl)c1C(=O)N1CCN(C)CC1
 : -6% | 9% | 2% | ? | 1% | -35% | -5% | i
O=C(Nc1ccccc1)C(=O)Nc1ccc2c(c1)N(C(=O)C1CC1)CCC2
 : -15% | 9% | -15% | -6% | 8% | -2% | -9% | -62%[inhibitor]
Cc1ccc(S(=O)(=O)N2CCC(C(=O)OCC(=O)N3CCc4ccccc43)CC2)cc1
 : 2% | 3% | ? | 10% | 4% | 10% | 0% | -16%
CC(=O)c1cn(CCCCCCCn2cc(C(C)=O)c(=O)[nH]c2=O)c(=O)[nH]c1=O
 : -4% | 25% | -8% | -5% | -3% | 48% | 12% | -15%
CC(=O)NCCc1ccc(C(=O)COC(=O)c2cccs2)cc1
 : -2% | 4% | 16% | 8% | 11% | -10% | -3% | -34%[inhibitor]
CCO[C@@H]1OC(C(=O)NCc2ccccc2)=C[C@H](c2coc3ccccc3c2=O)[C@H]1CCCO
 : -5% | 1% | 18% | -8% | -5% | 30% | -20% | i
N#CCC1c2ccccc2CCN1C(=O)Nc1ccc(C(F)(F)F)cc1 (configuration not stated)
 : -2% | 11% | -10% | 8% | 7% | ? | -3% | i
O=S(=O)(NCc1ccccc1Br)c1cccs1
 : 14% | 11% | 1% | -2% | 9% | 23% | -2% | 4%
O=C(Nc1ccc(Cl)cc1)Nc1cccc2nsnc12
 : -10% | 8% | 3% | 20% | 1% | -25% | 5% | -45%[inhibitor]
Cc1cccc(C(C)C)c1NC(=O)C1CN(S(=O)(=O)c2ccccc2)CCN1S(=O)(=O)c1ccccc1 (configuration not stated)
 : 1% | -2% | 2% | -3% | 7% | . | 13% | -1%
O=C(Nc1ccc2c(c1)OCCO2)C(C1CC1)n1c(=O)c(-c2cc3ccccc3[nH]2)nc2ccccc21 (configuration not stated)
 : ? | 10% | ? | -24% | -3% | 40% | 0% | i
CCOCCCNC(=O)CN(c1cc([N+](=O)[O-])ccc1OC)S(C)(=O)=O
 : -4% | 11% | -29% | -9% | -12% | 14% | 7% | i
CN(C)c1ccc(CNC2CC(C)(C)NC(C)(C)C2)cc1
 : -3% | 0% | -14% | 0% | -1% | 23% | 1% | i
O=C(Cc1cccs1)NCc1ccccc1Br
 : -3% | 5% | 8% | -4% | -13% | -66% | 10% | ?
COc1ccc(N(C(=O)c2ccc(F)cc2)C2=CC3CCC(C2)N3C)cc1 (configuration not stated)
 : 4% | 0% | 7% | 4% | -5% | 1% | -3% | -22%[57.5 µM]
COc1ccc2[nH]c(C)c(C(=O)CN3CCN(C(=O)c4ccco4)CC3)c2c1
 : -15% | 7% | -13% | -2% | 4% | 40% | 12% | i
COc1ccc(Cc2c(-c3ccco3)nc3ccc(Cl)cn23)c(C)c1
 : 23% | 7% | 22µM* | -10% | 1% | 18% | -30% | -9%
O=C(CN1C(=O)CSc2ccc(S(=O)(=O)N3CCOCC3)cc21)NCc1ccc(F)cc1
 : 1% | 8% | -5% | -18% | 2% | 18% | 5% | i
O=C1OC(c2ccc(O)cc2)(c2ccc(O)cc2)c2ccccc21
 : 19% | 2% | 13% | -2% | -10% | -34% | ? | -4%
CSc1nc2[nH]ncc2c(=O)[nH]1
 : 0% | 15% | -14% | -3% | 9% | . | -12% | -11%
O=C(COC(=O)c1ccccc1[N+](=O)[O-])NCCCc1ccccc1
 : 1% | 4% | ? | ? | 5% | -16% | -12% | -10%
CCOC(=O)CCNC(=O)N1CCCC(CNS(=O)(=O)Cc2ccccc2)C1 (configuration not stated)
 : -9% | -6% | -12% | 5% | 11% | -3% | 8% | i
CCOC(=O)COC(=O)c1ccc(O)cc1
 : -3% | 4% | 0% | -6% | 6% | 11% | 2% | 0%[57.5 µM]
Cc1cc(NC(=O)c2ccc(C)o2)no1
 : 3% | 0% | 21% | -16% | -1% | -5% | 15% | i
CN(C(=O)c1cccc(COc2ccc(Cl)cc2Cl)c1)c1ccccc1
 : 1% | 6% | -10% | -2% | 5% | 36% | -13% | -32%[inhibitor]
CC(=O)c1ccc(N2CCN(C(=S)Nc3ccccc3)CC2)cc1
 : 4% | 3% | -3% | -12% | -9% | 44% | -2% | -18%
O=C(C[C@H]1C(=O)N(C2CCCCC2)C[C@@H]1c1ccccc1)Nc1ccc(Br)cc1
 : -1% | 3% | 6% | -9% | 1% | 29% | -5% | i
COc1ccc(NC(=S)Nc2ccccn2)c(OC)c1
 : -8% | 6% | 10% | -16% | -1% | 25% | -3% | -12%[57.5 µM]
CC1(C2CC2)NC(=O)N(CC(=O)Nc2ccc(OC(F)F)cc2)C1=O (configuration not stated)
 : 2% | 3% | 13% | 4% | -6% | 7% | 0% | i
O=C(CCCCl)Nc1c2c(nn1-c1ccccc1)CSC2
 : -4% | 6% | 10% | -9% | 0% | 12% | -3% | -6%
Cc1cccc(OCCCC(=O)O)c1
 : 13% | 2% | 1% | -3% | -4% | -44% | 15% | i
O=C(NCc1ccco1)c1cccs1
 : -13% | 1% | -1% | -8% | -12% | -11% | 11% | -3%
Cc1ccc(C)c(C(O)c2ncc(-c3ccc4ccccc4c3)[nH]2)c1 (configuration not stated)
 : 1% | 6% | 16% | -7% | -8% | 12% | 11% | 0%
Cc1ccc(S(=O)(=O)N2CCN(C(=O)N(c3ccccc3)c3ccccc3)CC2)cc1
 : 21% | 9% | ? | -6% | 16% | 42% | -6% | 8%[57.5 µM]
